pPAFAH FP inh – pPAFAH (human) enzyme inhibition; Q13093; recombinant pPAFAH, FP-rhodamine probe fluorescence polarization; inhibition, % at 3.39 µM; hit rate 1.5% among 330,000; AID 463082;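 active = inhibition above the mean inhibition across the screen plus 3 SD, cut at about 25% in these data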;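 note: inhibitors block binding of the rhodamine activity-based probe so polarization drops; 0% = enzyme with DMSO and 100% = wells lacking pPAFAH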
PAFAH1B3 inh – blocks human PAF acetylhydrolase 1B catalytic subunit 3; hit rate 0.28% among 340,000; Q15102; recombinant PAFAH1B3, FP-rhodamine probe, fluorescence polarization; AID 492972; inhibition, % at 3.39 µM;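 active = inhibition above the screen-wide average of all tested compounds plus 3 SD, cut at about 25% in these data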;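 note: 0% = enzyme with DMSO only and 100% = wells lacking PAFAH1B3 protein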
Target sequence (Q15102 whole entry, looked up): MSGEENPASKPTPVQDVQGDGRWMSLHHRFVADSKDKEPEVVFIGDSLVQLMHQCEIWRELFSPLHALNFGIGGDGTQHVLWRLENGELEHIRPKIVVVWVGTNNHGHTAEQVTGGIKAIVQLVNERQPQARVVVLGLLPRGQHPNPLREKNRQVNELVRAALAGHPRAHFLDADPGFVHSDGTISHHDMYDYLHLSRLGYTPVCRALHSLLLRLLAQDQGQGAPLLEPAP
LYPLA2 inh – LYPLA2 (human) inhibition in PME1 counter-screen. inhibition, % at 5.9 µM. hit rate 0.38% among 320,000. O95372. recombinant LYPLA2, FP-Rh probe fluorescence polarization;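 active = inhibition above the screen-wide mean plus 3 SD, limit set per campaign, cut at about 26% in these data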;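 note: 0% = LYPLA2 with DMSO and 100% = wells lacking LYPLA2 enzyme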
PREPL inhibitor – inhibitors of human prolyl oligopeptidase-like enzyme PREPL. Q4J6C6. recombinant PREPL, fluorescence polarization activity-based probe. inhibition, % at 5.96 µM. hit rate 0.68% among 320,000; in the data active = inhibition above about 43%;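 note: 0% = enzyme with DMSO and 100% = wells lacking enzyme; many of its hits are not listed in these tables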
PME-1 inh – blocks human protein phosphatase methylesterase 1. Q9Y570. recombinant PME-1, FP-Rh probe fluorescence polarization. inhibition, % at 5.9 µM. hit rate 0.53% among 320,000;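 active = inhibition above the campaign mean of all compounds plus 3 SD, cut at about 26% in these data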;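 note: competitive labeling of PME-1 active site by serine hydrolase directed probe; 0% = PME-1 with DMSO and 100% = wells lacking PME-1 enzyme; inhibitors block probe labeling so polarization falls and inhibition rises; many of its hits are not listed in these tables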
PAD4 inh – inhibitors of human PAD4 | Q9UM07 | recombinant PAD4, RCA probe fluorescence polarization | inhibition, % at 6.36 µM | hit rate 0.41% among 330,000;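 active = percent inhibition above a cutoff equal to the mean of all tested compounds plus 3 SD, cut at about 15% in these data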;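 note: 0% = PAD4 with RCA probe and DMSO and 100% = probe without PAD4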
Target sequence (Q9UM07 whole entry, looked up): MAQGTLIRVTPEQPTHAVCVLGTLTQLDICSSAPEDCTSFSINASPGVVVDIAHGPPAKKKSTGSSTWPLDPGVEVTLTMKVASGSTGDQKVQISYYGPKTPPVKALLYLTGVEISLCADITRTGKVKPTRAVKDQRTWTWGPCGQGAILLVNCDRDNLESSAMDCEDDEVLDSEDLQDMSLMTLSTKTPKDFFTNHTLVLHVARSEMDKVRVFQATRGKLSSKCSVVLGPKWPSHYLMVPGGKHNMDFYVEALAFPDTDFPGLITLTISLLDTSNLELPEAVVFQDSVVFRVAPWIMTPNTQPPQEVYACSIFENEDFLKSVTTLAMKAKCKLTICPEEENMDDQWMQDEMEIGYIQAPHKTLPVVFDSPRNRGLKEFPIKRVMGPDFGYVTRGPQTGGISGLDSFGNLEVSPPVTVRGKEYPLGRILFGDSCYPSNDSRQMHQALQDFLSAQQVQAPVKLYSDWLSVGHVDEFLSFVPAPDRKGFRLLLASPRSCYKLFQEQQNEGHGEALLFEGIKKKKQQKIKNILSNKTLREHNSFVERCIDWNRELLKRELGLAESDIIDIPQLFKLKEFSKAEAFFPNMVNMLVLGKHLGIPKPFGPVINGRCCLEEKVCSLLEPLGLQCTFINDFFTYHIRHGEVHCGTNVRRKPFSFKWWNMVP
PAFAH1B2 inh – inhibitors of human PAFAH1B2. P68402. recombinant PAFAH1B2, FP-rhodamine activity probe, fluorescence polarization. hit rate 1.2% among 340,000. inhibition, % at 3.39 µM;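 active = inhibition above the mean of all tested compounds plus 3 SD, cut at about 24% in these data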;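 note: 0% = enzyme with DMSO and 100% = wells lacking PAFAH1B2; many of its hits are not listed in these tables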
GSTO1 counter – blocks human GSTO1 in RBBP9 counter-screen | P78417 | recombinant GSTO1, activity-based probe fluorescence polarization | inhibition, % at 5.96 µM | hit rate 1.1% among 300,000;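 active = inhibition above the campaign mean inhibition plus 3 SD, cut at about 35% in these data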;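 note: 0% = GSTO1-1 with DMSO and 100% = wells lacking GSTO1-1 enzyme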
LYPLA1 counter – counter-screen for PME1 inhibitors: inhibitors of human LYPLA1. recombinant LYPLA1, FP-Rh probe fluorescence polarization. inhibition, % at 5.9 µM. hit rate 0.16% among 320,000;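 active = inhibition above the mean of all tested compounds plus 3 SD, set per campaign, cut at about 14% in these data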;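 note: inhibitors block serine hydrolase probe labeling of LYPLA1 so polarization falls; 0% = enzyme with DMSO and 100% = wells lacking LYPLA1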
* marks the source's active call; other numbers are inactive results; x = no result given. Some of the compounds tested (hit frequency here may not be typical).

SMILES	pPAFAH FP inh	PAFAH1B3 inh	LYPLA2 inh	PREPL inhibitor	PME-1 inh	PAD4 inh	PAFAH1B2 inh	GSTO1 counter	LYPLA1 counter
CC(c1ccccc1)N1C(=O)c2ccc(C(=O)Nc3ccc(Br)cc3C(=O)O)cc2C1=O (stereo unspecified)	5.1	-7.3	-11.3	0.3	-111.5	1.3	-2.5	-6.8	-5.9
O=C(COc1ccccc1F)Nc1ccc(S(=O)(=O)NCc2ccco2)cc1	-3.0	4.7	2.2	-7.5	-1.1	-4.6	0.5	-4.5	-1.3
O=C(/C=C/c1ccccc1)NC(=S)Nc1ccccc1O	4.7	-5.8	5.5	-5.3	25.1	5.7	5.5	-1.3	-3.1
O=C(NC1CCCCCC1)C1CCN(S(=O)(=O)c2ccccc2)CC1	-0.1	1.6	11.1	5.0	21.9	-1.5	3.3	-3.3	5.0
COc1ccc(S(=O)(=O)N(CC(=O)Nc2ccccc2C(=O)N2CCOCC2)c2ccc(F)cc2)cc1	4.4	5.8	0.9	4.0	3.4	1.1	2.8	-1.0	-1.2
O=C(NCCCN1CCCC1=O)Nc1ccc([N+](=O)[O-])cc1	-2.2	4.6	-1.2	4.5	1.5	-2.4	2.4	-6.9	1.1
CNc1nc(SCC(=O)OC)nc(N2CCOCC2)n1	-9.8	-0.5	-10.5	9.2	-8.3	4.3	4.7	-3.0	-4.8
CCn1nc(C(=O)NNC(=O)c2ccccc2OCc2c(C)noc2C)c2ccccc2c1=O	-4.2	2.8	-2.7	11.8	2.8	5.2	2.4	x	0.0
CC12CN3CC(C)(CN(C1)C3c1ccc3ccccc3c1O)C2=O (stereo unspecified)	2.3	12.2	4.8	-7.0	0.1	3.0	2.5	29.1	-2.0
O=C(/C=C/c1ccncc1)c1ccc2c(c1)OCCO2	5.2	3.4	1.6	-3.0	-0.1	-3.2	-1.3	-0.9	-2.2
CCOC(=O)CNc1nc(Cl)nc(Nc2ccc(OC)cc2OC)n1	3.6	9.3	-3.3	-4.8	1.3	-0.8	8.3	1.8	1.4
O=C(/C=C/c1ccc(F)cc1)Nc1cc(S(=O)(=O)N2CCOCC2)ccc1N1CCCC1	2.4	-2.3	-4.7	13.0	0.8	3.2	-3.5	3.4	-1.4
Cc1c(Cl)c(C(=O)NC2CCCC2)nn1C	0.5	7.9	-5.9	-1.8	-4.3	1.8	4.9	-3.3	-0.8
O=c1oc(-c2cccs2)nc2sc3c(c12)CCC3	-4.3	8.2	-3.5	11.4	-5.8	8.0	3.8	-2.5	-4.6
CCCc1nc(SC2CCCC2)c2c(=O)n(C)c(=O)n(C)c2n1	2.2	-1.9	3.5	9.1	-0.1	4.7	-0.7	-0.1	-0.2
O=[N+]([O-])c1ccc(CN2CCN(c3ccc4ccccc4n3)CC2)cc1	-0.3	5.5	20.3	21.4	3.7	2.4	-3.2	1.3	9.4
Cc1cc(C)cc(NC(=O)CCc2c(C)nn(-c3ccc(N4CCCCC4)nn3)c2C)c1	5.2	-1.1	-5.2	-3.0	-4.3	0.6	0.9	67.0*	0.1
CC(C)Oc1ccc(C(=O)NCc2cccs2)cc1	-0.2	-2.1	-4.4	-3.9	-3.6	-1.9	-6.3	2.3	-3.3
CCN(C(=O)COC(=O)c1ccc2[nH]c3c(c2c1)CCCC3)C1CCS(=O)(=O)C1 (stereo unspecified)	6.5	11.5	0.8	0.3	-6.3	1.6	3.0	-1.7	3.4
CC(C)(C)c1cc(N2CCOCC2)n2ncc(-c3ccc(Cl)cc3)c2n1	5.5	1.0	12.1	15.0	-1.1	-0.5	-0.8	11.0	1.2
COc1ccc(OC)c(NC(=O)CCN2CCN(C)CC2)c1	-7.4	6.0	-5.5	7.9	-10.9	-2.4	8.9	-3.1	0.0
COc1ccc(N(CC(=O)NC2CCCCC2)C(=O)CCCC(=O)Nc2ccccn2)cc1	7.5	0.1	-2.1	2.0	-0.7	-0.2	1.2	-11.1	-3.9
Cc1cc(SCC(=O)N/N=C/c2ccccc2C(=O)O)c(C)cc1Br	-0.1	-8.5	-2.4	-12.8	-5.5	-2.1	5.2	4.5	-3.1
CC(=O)OCC(OC(C)=O)C(OC(C)=O)C(OC(C)=O)C(=O)Nc1ccccc1 (stereo unspecified)	3.5	17.4	-1.0	-4.3	-2.0	-4.1	6.3	-2.4	0.3
O=C(c1cccc(Br)c1)N1CCN(S(=O)(=O)N2CCCCCC2)CC1	-3.5	-3.5	-0.1	9.3	-1.7	0.6	3.9	-4.3	3.4
More entries
SMILES	pPAFAH FP inh	PAFAH1B3 inh	LYPLA2 inh	PREPL inhibitor	PME-1 inh	PAD4 inh	PAFAH1B2 inh	GSTO1 counter	LYPLA1 counter
COc1ccc(Br)cc1/C=C/C(=O)Nc1ccc2ccccc2c1	-35.6	-81.9	-54.7	-6.8	-70.4	-2.5	-43.8	-18.9	-42.4
CC1=NN2C(=N)/C(=C\c3cc(C)n(-c4cccc(C)c4)c3C)C(=O)N=C2S1	2.6	0.3	-1.9	-5.1	-0.2	2.2	4.3	1.6	0.2
CN(CCOCCOc1ccc2ccccc2c1)Cc1ccccc1	-4.0	4.1	3.9	21.8	-4.4	-6.2	1.7	-0.9	-0.7
COc1ccc(NCC(=O)N/N=C(\C)c2cc3ccccc3o2)cc1	7.8	8.5	-1.1	10.0	1.2	-6.6	3.8	1.6	-1.1
COc1cccc(-c2noc(C3CCCN(S(=O)(=O)c4cccc(Cl)c4C)C3)n2)c1 (stereo unspecified)	3.3	-10.9	-4.6	-23.6	-9.2	-1.8	2.0	-2.2	-2.5
O=C(NC1(C(F)(F)F)N=C(c2ccccc2)NC1=O)c1ccccc1F (stereo unspecified)	2.3	0.3	5.3	-2.9	-5.2	-1.6	3.7	1.9	0.9
O=C(COc1ccc(S(=O)(=O)N2CCOCC2)cc1Cl)NC1CC1	-4.8	5.1	-3.7	6.9	-3.3	6.3	2.5	4.0	-1.2
Cc1ccc2c(c1)N(CC(=O)NCc1ccco1)C(=O)CO2	4.2	-4.3	10.6	14.8	-2.2	-0.9	1.1	5.4	3.0
CCOC(=O)c1c(NC(=O)CNCCO)sc(C)c1C	-1.2	-2.7	-3.6	14.0	0.6	-4.7	8.4	13.6	0.5
Cc1ccc(NC(=O)C2CCN(S(=O)(=O)c3cc([N+](=O)[O-])ccc3Cl)CC2)nc1	8.7	2.5	x	20.9	x	-2.0	8.2	x	x
c1ccc(-c2nc(NC3CCCC3)c3ccccc3n2)cc1	-10.3	-1.4	-17.6	10.4	-10.4	-2.0	-1.6	-1.6	-13.1
CC(C)CNC(=O)COC(=O)c1ccc(F)cc1Cl	13.1	-2.9	2.7	-2.0	6.9	-2.4	4.3	-0.1	6.5
Cc1ccc(-n2ncc3c2CCCC3NC(=O)CCCN2CCCCC2=O)cc1C (stereo unspecified)	6.7	-4.0	-2.9	5.1	-1.0	-0.6	0.6	1.3	4.3
Cc1cc(C)c(NC2=NCC(=O)N2C2CCCCC2)c(C)c1	3.0	5.4	-1.6	-1.0	0.1	1.8	0.0	2.9	-2.9
CCCC(=O)Nc1ccc(S(=O)(=O)N2CCOCC2)cc1	-0.9	7.7	-3.9	3.1	1.4	-4.6	0.5	-5.0	-5.3
CN(C)/N=C1\C(=O)N(CN2CCN(c3ccccc3)CC2)c2ccccc21	5.4	8.2	1.3	-0.3	-0.9	9.7	-3.4	x	-0.2
Cc1ncc(N=Nc2ccccc2)c(-c2ccccc2)n1	2.5	3.7	-1.3	-0.1	3.4	0.9	-1.4	7.1	0.9
Cc1ccc(OCC(=O)Nc2cc(S(=O)(=O)N3CCOCC3)ccc2Cl)c([N+](=O)[O-])n1	3.8	3.8	1.7	4.7	0.4	2.6	3.3	-5.4	1.6
CCC1CCCCN1C(=O)CSc1nnc(-c2ccc(OC)cc2)o1 (stereo unspecified)	3.2	2.8	2.9	-5.7	2.0	2.3	-3.0	2.0	0.8
O=C(Nc1nc(-c2ccccn2)cs1)c1cccc(-n2cnnn2)c1	10.5	1.9	1.3	11.3	2.3	2.1	-3.2	5.8	-2.2
CCOC(=O)N1CCN(C(=O)COc2ccccc2OC)CC1	3.4	2.5	7.5	19.1	1.2	1.3	-1.6	-2.8	1.3
C=CCn1c(C)cc(C2=NNC(=NC(C)(C)C)SC2)c1C	4.6	9.6	4.3	11.7	-3.9	-1.2	0.1	3.8	-1.2
CC(=O)Oc1ccc2ccccc2c1C(NC(=O)C(C)C)c1cccc([N+](=O)[O-])c1 (stereo unspecified)	2.6	3.6	-4.3	3.5	22.6	-0.5	-5.4	-1.9	-2.8
COC(=O)CN1C(=S)N(c2ccc(OC)cc2)C(=O)C1CC(=O)Nc1ccc(F)cc1 (stereo unspecified)	0.5	8.0	7.9	17.6	-7.9	-2.3	2.8	13.3	0.8
CC1CCCC(n2cnc3cc(C(=O)O)ccc32)C1C (stereo unspecified)	3.0	6.3	5.9	10.1	0.9	2.5	15.0	-7.0	3.8
Additional structures:
SMILES	pPAFAH FP inh	PAFAH1B3 inh	LYPLA2 inh	PREPL inhibitor	PME-1 inh	PAD4 inh	PAFAH1B2 inh	GSTO1 counter	LYPLA1 counter
COCCCNc1nc2ccccc2nc1NS(=O)(=O)c1cccc(Cl)c1	11.2	7.8	0.5	-13.9	4.5	3.4	6.4	-3.3	1.3
COc1cc(NC(=O)C(C)Oc2ccccc2)cc(OC)c1 (stereo unspecified)	4.5	6.8	6.0	-2.4	0.2	6.0	4.6	1.1	0.0
CCCCn1c(N)c(N(CC(C)C)C(=O)c2ccc(-c3ccc([N+](=O)[O-])cc3)o2)c(=O)[nH]c1=O	4.4	-1.7	4.7	19.6	-0.6	-7.2	-1.6	-12.6	-2.1
C/C(CC1(O)C(=O)N(C)c2ccccc21)=N\O (stereo unspecified)	-5.3	5.0	-5.7	-4.5	-4.8	3.6	1.3	4.5	-5.5
O=C(C1CCN(S(=O)(=O)N2CCCC2)CC1)N1CCCCC1	3.4	10.3	-2.5	1.8	-4.4	-0.3	0.7	5.7	-3.0
CCN(CCCNC(=O)c1ccc(N2CCCC2=O)cc1)c1cccc(C)c1	14.8	3.6	15.0	11.4	1.1	2.8	4.6	1.0	5.3
CCCNC(=O)c1nn2cc(Br)cnc2c1Br	5.0	6.1	1.3	3.7	1.5	0.1	2.5	16.5	-1.9
COc1ccc(N2C(=O)CC(c3ccccc3)C2=O)cc1 (stereo unspecified)	8.8	-3.0	1.2	-7.6	0.8	-1.5	1.2	1.4	-0.6
CCC1(c2ccccc2)NC(=O)N(CC(=O)Nc2cc(C(F)(F)F)ccc2N2CCCC2)C1=O (stereo unspecified)	5.5	-1.9	1.1	6.6	0.6	-3.6	-2.8	24.9	-3.5
COc1ccc(-c2cn3cc(C(F)(F)F)cc(Cl)c3n2)cc1	0.0	-1.7	4.0	-2.1	-3.3	-5.0	0.7	-11.6	-3.0
Cc1ccc(OCc2nnc(SCc3ccc(C#N)cc3)n2-c2ccc(C)cc2)cc1	6.5	0.1	-1.7	-21.6	0.1	-2.1	7.1	-3.1	-1.7
Nc1ncc(Br)cc1S(=O)(=O)NCCC(=O)N1CCN(c2ccccc2)CC1	7.6	9.8	11.2	-8.3	1.3	3.1	2.2	5.6	0.1
Cc1ccc2nc(NC3=NC(CC(=O)O)C(=O)N3)nc(C)c2c1 (stereo unspecified)	9.5	x	2.5	1.6	1.4	6.6	x	6.3	-0.5
Cc1cc(=O)[nH]c2ccc(S(=O)(=O)Nc3ccc(O)cc3)cc12	-0.8	7.2	-3.5	9.5	-1.8	-0.8	2.7	-6.1	-0.2

High-throughput results (PubChem BioAssay)
